IDE exosite FP – displaces the probe from the exo-site of human IDE. P14735. purified IDE, FL-6b probe fluorescence polarization; stronger effect = lower value. z-score at 20 µM. 17,000 compounds, 6.3% hits;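 active = z-score of -3 or lower, meaning strong loss of probe binding signal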;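 also: His-tagged human IDE residues 42-1019 made in E. coli with 30 nM FL-6b probe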
Target sequence (P14735 42-1019 limits assumed): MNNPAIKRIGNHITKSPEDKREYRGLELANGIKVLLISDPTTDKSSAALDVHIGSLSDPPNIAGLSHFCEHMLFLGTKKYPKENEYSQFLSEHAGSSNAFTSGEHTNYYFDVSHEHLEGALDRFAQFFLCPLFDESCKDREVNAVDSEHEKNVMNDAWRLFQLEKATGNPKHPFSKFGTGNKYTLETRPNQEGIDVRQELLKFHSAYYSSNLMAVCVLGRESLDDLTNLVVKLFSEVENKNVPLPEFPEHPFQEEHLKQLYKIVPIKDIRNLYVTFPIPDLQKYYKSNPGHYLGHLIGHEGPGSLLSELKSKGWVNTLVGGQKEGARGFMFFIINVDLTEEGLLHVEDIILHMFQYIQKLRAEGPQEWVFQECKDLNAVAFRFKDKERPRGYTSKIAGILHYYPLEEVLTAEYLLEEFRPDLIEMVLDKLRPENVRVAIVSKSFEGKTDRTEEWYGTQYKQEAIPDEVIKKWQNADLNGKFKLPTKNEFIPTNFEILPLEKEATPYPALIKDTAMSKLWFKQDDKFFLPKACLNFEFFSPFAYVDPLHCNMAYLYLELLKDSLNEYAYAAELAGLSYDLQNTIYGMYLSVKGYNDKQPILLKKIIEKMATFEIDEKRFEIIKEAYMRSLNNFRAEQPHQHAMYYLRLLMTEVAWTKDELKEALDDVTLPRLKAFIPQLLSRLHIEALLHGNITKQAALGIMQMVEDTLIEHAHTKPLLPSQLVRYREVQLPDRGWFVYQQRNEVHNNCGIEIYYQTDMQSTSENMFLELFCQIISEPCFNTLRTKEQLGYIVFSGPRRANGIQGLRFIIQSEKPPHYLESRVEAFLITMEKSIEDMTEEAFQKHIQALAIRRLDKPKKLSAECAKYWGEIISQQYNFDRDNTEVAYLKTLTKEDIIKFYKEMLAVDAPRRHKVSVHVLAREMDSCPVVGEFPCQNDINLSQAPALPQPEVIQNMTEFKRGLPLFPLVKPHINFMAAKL
Numbers without * were called inactive; & = joins results of further samples; ! = not confirmed by another sample.

SMILES	IDE exosite FP
N#C[C@H]1[C@@H](c2ccc(C3=CCCC3)cc2)[C@@H](CO)N1C(=O)C1CCCC1	1.5
COc1ccc(NC(=O)N2CCCCN3[C@H](C2)[C@H](c2ccc(C#CCC(C)C)cc2)[C@@H]3CO)cc1	3.9
CN(C)C(=O)c1ccc(-c2ccccc2[C@@H]2[C@@H](C#N)N(C(=O)C3CCC3)[C@H]2CO)cc1	3.3
C[C@H]1CN([C@@H](C)CO)C(=O)c2cc(NC(=O)Nc3cccc4ccccc34)ccc2O[C@@H]1CN(C)S(=O)(=O)c1cccs1	-0.23
O=C(Nc1ccc(F)cc1)N1CC(=O)N2[C@H](C1)[C@H](c1ccc(C#Cc3ccc(F)cc3)cc1)[C@@H]2CO	0.49
Fc1cccc(-c2ccc(C3[C@H]4CNC[C@@H]3N4Cc3ccccc3F)cc2)c1 (stereo not given in full)	2.5
COc1ccc2c3c([nH]c2c1)[C@H](CO)N(C)CC31CCN(S(=O)(=O)c2ccc(C)cc2)CC1	-1.2
CN(C[C@@H]1N[C@@H](CO)[C@@H]1c1ccc(C2=CCCC2)cc1)S(C)(=O)=O	2.5
N#C[C@@H]1[C@@H](c2ccccc2C2=CCCCC2)[C@H](CO)N1C(=O)c1cccc(F)c1	2.5
O=C(Nc1cc(F)ccc1F)N[C@@H]1CC[C@@H](CC(=O)N2CCc3ccccc3C2)O[C@H]1CO	3.7
CCS(=O)(=O)Nc1ccc2c(c1)C(=O)N(C)[C@H]1CC[C@H](CC(=O)N3CCN(C)CC3)O[C@@H]1CO2	-0.77
C/C=C/c1ccc(C2[C@H]3CNC[C@@H]2N3C(=O)Nc2ccc(F)cc2)cc1 (stereo not given in full)	1.3&0.29
COc1ccc2c3c([nH]c2c1)[C@H](CO)N(CC1CC1)CC31CCN(C(=O)Nc2cccc(F)c2)CC1	-0.44
O=C(Nc1ccc(F)cc1)N1CC(=O)N2[C@H](CO)[C@@H](c3ccc(Br)cc3)[C@@H]2C1	-1.1
N#C[C@@H]1N[C@@H](CO)[C@H]1c1ccc(-c2ccccc2F)cc1	2.1
C[C@@H]1CN([C@H](C)CO)C(=O)c2cc(NC(=O)Nc3ccc4c(c3)OCO4)ccc2O[C@@H](C)CCCCO[C@H]1CN(C)S(=O)(=O)c1ccccc1	0.46
COc1ccc(C(=O)N2C[C@@H]3[C@H](c4ccccc42)[C@H](CO)N3C(=O)NC(C)C)cc1	3.1
COc1cccc(CN2C[C@@H]3N[C@H](C2)C3c2ccc(-c3ccccc3C)cc2)c1 (stereo not given in full)	-4*!
COc1ccc2c3c([nH]c2c1)[C@@H](CO)N(C)CC31CN(C(=O)C2CC2)C1	-0.66
O=C(C1CCOCC1)N1CC(=O)N2[C@@H](CO)[C@@H](c3ccc(-c4cccnc4)cc3)[C@@H]2C1	-0.38
COc1cccc(S(=O)(=O)N2CCCCN3[C@H](CO)[C@H](c4ccc(-c5cncnc5)cc4)[C@H]3C2)c1	2.6
CN1C(=O)c2cc(NC(=O)Cc3cccs3)ccc2OC[C@@H]2O[C@@H](CC(=O)N[C@@H]3CCN(Cc4ccccc4)C3)CC[C@H]21	0.12
CN(C)C(=O)c1cccc(-c2ccc([C@@H]3[C@H](CO)N4CCCCN(C(=O)C5CCC5)C[C@@H]34)cc2)c1	3.9
CCCNC(=O)N1[C@H](C#N)[C@@H](c2ccccc2C2=CCCC2)[C@@H]1CO	2.1
CC(C)[C@H]1COCn2nncc2CC[C@H](Cc2ccc(Cl)cc2)C(=O)N1	0.75

By substructure, the compounds so far with a thiophene ring, fused or not (2)
SMILES	IDE exosite FP
C[C@H]1CN([C@@H](C)CO)C(=O)c2cc(NC(=O)Nc3cccc4ccccc34)ccc2O[C@@H]1CN(C)S(=O)(=O)c1cccs1	-0.23
CN1C(=O)c2cc(NC(=O)Cc3cccs3)ccc2OC[C@@H]2O[C@@H](CC(=O)N[C@@H]3CCN(Cc4ccccc4)C3)CC[C@H]21	0.12

(cont.)
SMILES	IDE exosite FP
CN(C)C(=O)c1cccc(-c2ccc(C3[C@@H]4CN(C(=O)c5cnccn5)C[C@H]3N4)cc2)c1 (stereo not given in full)	0.092&0.57
O=C([C@@H]1[C@@H](CO)[C@@H]2Cn3c(cccc3=O)[C@@H]2N1C(=O)CC1CC1)N1CCc2ccccc2C1	1.1
Cc1cccc(-c2ccc(C3[C@@H]4CN(C(=O)C5CCOCC5)C[C@H]3N4)cc2)c1 (stereo not given in full)	-5.1*
N#Cc1ccc(-c2ccc([C@H]3[C@H]4CN(C(=O)C5CCCCC5)CC(=O)N4[C@H]3CO)cc2)cc1	0.18
CN1C(=O)c2cc(NS(C)(=O)=O)ccc2OC[C@H]2O[C@H](CC(=O)N3CCOCC3)CC[C@H]21	-1
CC(C)NC(=O)N[C@@H]1CC[C@@H](CC(=O)NCCCN(C)C)O[C@@H]1CO	0.99
CN(C)CC#Cc1ccc([C@H]2[C@@H](CO)N3CCCCN(C(=O)C4CCC4)C[C@H]23)cc1	0.063
CC(C)NC(=O)Nc1ccc2c(c1)C(=O)N([C@@H](C)CO)C[C@@H](C)[C@H](CN(C)C(=O)C1CCCCC1)OCCCC[C@@H](C)O2	0.46
N#C[C@H]1[C@@H](c2ccccc2/C=C/c2ccccc2)[C@@H](CO)N1S(=O)(=O)c1ccc(F)cc1	0.91
COc1ccc(S(=O)(=O)Nc2ccc3c(c2)C(=O)N([C@@H](C)CO)C[C@H](C)[C@H](CN(C)S(=O)(=O)c2ccc(Cl)cc2)OCCCC[C@H](C)O3)cc1	0.11
COc1ccc(-c2ccc([C@H]3[C@H](C#N)N(C(=O)C4CC4)[C@H]3CO)cc2)cc1	-0.56
c1ccc(CN2C[C@@H]3N[C@H](C2)C3c2ccc(-c3ccncc3)cc2)cc1 (stereo not given in full)	2.4&0.1
C/C=C/c1ccc([C@H]2[C@@H](CO)N3C(=O)CN(C(=O)c4ccc(F)cc4)C[C@@H]23)cc1	0.17
N#C[C@H]1[C@@H](c2ccc(C#Cc3ccccc3F)cc2)[C@@H](CO)N1C(=O)C1CCC1	0.33
O=C(c1ccc(F)cc1)N1CCCCN2[C@H](CO)[C@H](c3ccc(-c4ccccc4)cc3)[C@@H]2C1	2.4
Cc1ccccc1S(=O)(=O)N1CC(=O)N2[C@H](C1)[C@@H](c1ccc(C#CCN(C)C)cc1)[C@@H]2CO	3
CN1C(=O)c2cc(NC(=O)Cc3cccs3)ccc2OC[C@H]2O[C@H](CC(=O)NCc3ccc(-c4ccccc4)cc3)CC[C@H]21	-1.8
C[C@H]1CN([C@@H](C)CO)C(=O)c2cc(Br)cnc2O[C@H]1CN(C)Cc1ccc(Oc2ccccc2)cc1	-3.5*
Cc1ccc(-c2ccc([C@@H]3[C@@H](CO)N4C(=O)CN(C(=O)Nc5cccc(F)c5)C[C@H]34)cc2)cc1	3.8
COCCNC(=O)C[C@@H]1CC[C@@H]2[C@H](COC[C@@H](O)CN2Cc2ccc(Cl)c(Cl)c2)O1	0.83
CCc1csc(N2[C@@H](C#N)[C@@H](c3ccccc3-c3cccc(F)c3)[C@@H]2CO)n1	1.2
C[C@@H]1CCCCO[C@H](CN(C)CC2CCCCC2)[C@H](C)CN([C@H](C)CO)C(=O)c2cc(NS(C)(=O)=O)ccc2O1	2.2
COc1ccc2c3c([nH]c2c1)[C@H](CO)N(C(=O)c1cccc(F)c1)CC31CN(C(=O)CC2CC2)C1	0.21
CC(=O)N1CCCCN2[C@H](CO)[C@@H](c3ccc(-c4cccc(C(=O)N(C)C)c4)cc3)[C@@H]2C1	0.86
O=C(N[C@H]1C=C[C@H](CC(=O)N2CCN(c3ccccc3)CC2)O[C@H]1CO)c1ccccc1	2.2
Other entries follow.
SMILES	IDE exosite FP
O=C(C[C@H]1CC[C@H]2[C@@H](COC[C@@H](O)CN2C(=O)Nc2cccc(F)c2)O1)NCCCN1CCOCC1	-1.7
CO[C@H]1CN(C)C(=O)c2cc(NC(C)=O)ccc2OC[C@H](C)N(Cc2ccncc2)C[C@@H]1C	0.96
C[C@H]1CN([C@@H](C)CO)S(=O)(=O)c2ccc(C#Cc3cccc(F)c3)cc2O[C@H]1CN(C)S(=O)(=O)c1cn(C)cn1	-0.67
CC(C)(C)[S@@](=O)N1Cc2cc(C(=O)NCC(F)(F)F)nc(-c3cccc(-c4cccc(F)c4)c3)c2[C@H]1CCO	0.62
COc1cccc(-c2ccc([C@@H]3[C@@H](CO)N4C(=O)CN(C(=O)NC(C)C)C[C@@H]34)cc2)c1	-14*
C[C@@H]1CN([C@@H](C)CO)C(=O)c2cc(NS(C)(=O)=O)ccc2O[C@@H]1CN(C)C	0.97
C[C@@H]1CC=CC[C@@H](c2ccc3c(c2)OCO3)NC(=O)[C@@H](C)N(C)C(=O)c2ccccc2O1 (mixture of isomers)	-0.3
O=C(CN1CCOCC1)N1CCCCN2[C@@H](CO)[C@H](c3ccc(Br)cc3)[C@@H]2C1	-0.96
CCCNC(=O)N1CC(=O)N2[C@H](C1)[C@@H](c1ccc(C#Cc3ccc(F)cc3)cc1)[C@@H]2CO	1.2
CC(C)NC(=O)N1CC2(C1)[C@H](c1ccccc1)[C@@H](CO)N2C(=O)C1CCOCC1	-0.18
COc1ccc(C#Cc2ccc([C@@H]3[C@H]4CN(C(=O)c5cccnc5)CC(=O)N4[C@H]3CO)cc2)cc1	-0.69
CCC(=O)N(C)C[C@@H]1[C@@H](c2ccc(C3=CCCCC3)cc2)[C@H](CO)N1C(C)=O	3.6
CCCN1C[C@@H](C)[C@@H](OC)CN(C)C(=O)c2ccc(NS(=O)(=O)c3cn(C)cn3)cc2OC[C@H]1C	-0.58
CCCC(=O)Nc1ccc2c(c1)C(=O)N(C)[C@@H]1CC[C@@H](CC(=O)N3CCCCC3)O[C@@H]1CO2	-1.1
CC(=O)N1CCCCN2[C@H](CO)[C@H](c3ccc(-c4ccncc4)cc3)[C@H]2C1	3.3
CN1c2ccc(-c3cccc(C#N)c3)cc2[C@H]2[C@H](CCN2C(=O)CN2CCOCC2)[C@@H]1CO	1.6
COc1ccccc1CNC(=O)C[C@@H]1CC[C@H]2[C@@H](COC[C@@H](O)CN2Cc2ccc3c(c2)OCO3)O1	-1
C/C=C/c1ccccc1[C@@H]1[C@@H](C#N)N(C(=O)CN2CCOCC2)[C@H]1CO	-1.6
CNC[C@@H]1OCc2cnnn2CCCC(=O)N([C@H](C)CO)C[C@H]1C	-0.93
CCS(=O)(=O)N1[C@H](CO)[C@@H](c2ccc(-c3cccc(F)c3)cc2)[C@@H]1C#N	-2.4
O=C(C1CCC1)N1CC(=O)N2[C@H](CO)[C@@H](c3ccc(-c4cccnc4)cc3)[C@H]2C1	1.7
O=C(Cc1ccccn1)N1CC(=O)N2[C@H](C1)[C@@H](c1ccc(C#CC3CCCCC3)cc1)[C@@H]2CO	0.4
CO[C@H](CN(C)C(=O)c1cc(Cl)cc(Cl)c1)[C@@H](C)CN(C(=O)Nc1ccc(F)cc1)[C@@H](C)CO	1.8
N#C[C@@H]1[C@@H](c2ccc(C#Cc3ccccc3F)cc2)[C@@H](CO)N1C(=O)C1CCCCC1	2.9
COc1ccc2c3c([nH]c2c1)[C@H](CO)N(Cc1ccccc1OC)CC31CN(C(C)=O)C1	-0.42
Other results follow.
SMILES	IDE exosite FP
C[C@@H]1CCCCO[C@H](CN(C)CC2CC2)[C@H](C)CN([C@@H](C)CO)C(=O)c2cc(NC(=O)c3ccccc3)ccc2O1	-0.49
CC(=O)N1CCCCN2[C@H](CO)[C@H](c3ccc(-c4ccc(F)cc4)cc3)[C@@H]2C1	-0.13
O=C1CNC[C@H]2[C@H](c3ccc(C#CC4CCCCC4)cc3)[C@@H](CO)N12	-1.3
C[C@@H]1CN([C@@H](C)CO)C(=O)CCCn2nncc2CO[C@@H]1CN(C)Cc1ccc2c(c1)OCCN2C	-0.0061
CCNC(=O)c1cc2c(c(-c3cccc(-c4cncnc4)c3)n1)[C@H](CCO)N(C(C)=O)C2	-0.34
O=C(N[C@H]1C=C[C@@H](CC(=O)N2CCN(c3ccccc3)CC2)O[C@@H]1CO)c1ccccc1	1.8
CNC(=O)C[C@@H]1CC[C@H]2[C@@H](COC[C@H](O)CN2Cc2ccccc2F)O1	-0.079
COc1ccc(S(=O)(=O)Nc2ccc3c(c2)C(=O)N([C@H](C)CO)C[C@@H](C)[C@H](CN(C)Cc2ccc(C(F)(F)F)cc2)OCCCC[C@@H](C)O3)cc1	1.8
O=C(C1CC1)N1CC(=O)N2[C@H](CO)[C@@H](c3ccc(Br)cc3)[C@@H]2C1	3.4
O=C(Nc1ccc(F)cc1)N1CC(=O)N2[C@@H](CO)[C@H](c3ccc(-c4ccccc4)cc3)[C@@H]2C1	0.29
O=C1N[C@@H](c2ccccc2)COCc2cnnn2CC[C@H]1Cc1ccc(C(F)(F)F)cc1	0.67
CN(C)C(=O)c1cccc(-c2ccc([C@@H]3[C@@H](C#N)N(C(=O)C4CC4)[C@H]3CO)cc2)c1	0.87
COc1ccc(C#Cc2ccc([C@@H]3[C@@H](CO)N4C(=O)CN(C(=O)c5ccccc5)C[C@@H]34)cc2)cc1	3.1

As entered above.
For IDE exosite FP, O=C1CNC[C@H]2[C@H](c3ccc(C#CC4CCCCC4)cc3)[C@@H](CO)N12 is entered as -1.3
For IDE exosite FP, CN(C)C(=O)c1ccc(-c2ccccc2[C@@H]2[C@@H](C#N)N(C(=O)C3CCC3)[C@H]2CO)cc1 is entered as 3.3
For IDE exosite FP, CN(C)CC#Cc1ccc([C@H]2[C@@H](CO)N3CCCCN(C(=O)C4CCC4)C[C@H]23)cc1 is entered as 0.063

Three entries from above, arranged by the number in IDE exosite FP, ascending:
SMILES	IDE exosite FP
Cc1cccc(-c2ccc(C3[C@@H]4CN(C(=O)C5CCOCC5)C[C@H]3N4)cc2)c1 (stereo not given in full)	-5.1*
C/C=C/c1ccccc1[C@@H]1[C@@H](C#N)N(C(=O)CN2CCOCC2)[C@H]1CO	-1.6
COc1ccc(C#Cc2ccc([C@@H]3[C@H]4CN(C(=O)c5cccnc5)CC(=O)N4[C@H]3CO)cc2)cc1	-0.69

Bioassay records as filed in PubChem BioAssay.

An excerpt (hit frequency here may not be typical).
